Bioassay records as filed in PubChem.
14-3-3 PPI: modulators of human 14-3-3 gamma - Raf peptide interaction; P61981; FP, 14-3-3gamma / TMR-pS259-Raf peptide binding; inhibition, % at 40 µM; actives 0.19% (n = 160,000); in the data active means inhibition above about 30%;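 further: 0% = protein plus tracer without compound and 100% = blank with tracer alone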
Target sequence (P61981 whole entry, looked up): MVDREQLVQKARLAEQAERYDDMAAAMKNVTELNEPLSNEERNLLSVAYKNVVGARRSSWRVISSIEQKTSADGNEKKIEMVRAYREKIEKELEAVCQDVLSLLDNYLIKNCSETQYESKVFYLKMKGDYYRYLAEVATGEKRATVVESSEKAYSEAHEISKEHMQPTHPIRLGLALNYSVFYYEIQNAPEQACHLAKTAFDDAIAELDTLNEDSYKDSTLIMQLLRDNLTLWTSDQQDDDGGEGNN
The depositor's hits bear a star; & = joins results of further samples. Only part of the results is shown, so the mix of outcomes need not match the whole.

SMILES	14-3-3 PPI
CC(CCc1ccccc1)NC(=O)CCC1=NS(=O)(=O)c2ccccc2N1 (stereo not given)	-4
Cc1ccc(OCC(=O)OCCN2CCOCC2)cc1	-5
O=C1CCCC2=C1C(c1cccc([N+](=O)[O-])c1)n1ncnc1N2 (stereo not given)	0
O=C(NC(O)C(=O)c1ccccc1)c1ccco1 (stereo not given)	1
Cc1c(NC(=O)c2noc3c2CCC3)c(=O)n(-c2ccccc2)n1C	-7
CC1=C(C(=O)OCCCc2ccccc2)C(c2cccc([N+](=O)[O-])c2)CC(=O)N1 (stereo not given)	1
COc1ccc(C2CC(C(F)(F)F)n3ncc(C(=O)Nc4ccc(C(C)O)cc4)c3N2)cc1OC (stereo not given)	2
O=c1c2ccccc2[nH]c(=S)n1Cc1cccc(Br)c1	-6
COC(=O)C1=C(C(=O)OC)C(c2ccc(Cl)cc2)c2sc(=O)[nH]c2S1 (stereo not given)	-4
CN1CCc2c(n(CC(O)CNC3CCCC3)c3ccccc23)C1=O (stereo not given)	-13
CC(Oc1ccc(Cl)cc1Cl)C(=O)Nc1ccncc1 (stereo not given)	-2
COc1ccc(OCc2nc(C#N)c(NCCN3CCOCC3)o2)cc1	1
O=C(c1ccccc1Cl)N1CCN(c2ccc([N+](=O)[O-])cc2)CC1	-3
O=C(NCc1ccccc1)c1ccc2c(=O)n(-c3ccccc3)c(=O)[nH]c2c1	10
Cc1onc(-c2ccccc2)c1C(=O)N[C@@H]1C(=O)N2[C@@H]1SC(C)(C)[C@@H]2C(=O)O	1
CC(=O)c1ccc(NC(=O)C2CC3c4ccccc4C2c2ccccc23)cc1 (stereo not given)	-5
Cc1cc(=O)oc2cc3occ(-c4ccccc4)c3cc12	4
CC1CCN(S(=O)(=O)c2ccc3ncn(CC(=O)N(C)C4CCCCC4)c(=O)c3c2)CC1	-2
Cc1ccc(-n2c(SCn3nnc4ccccc4c3=O)nnc2-c2cccnc2)c(C)c1	-25
CC1(C)Cc2c(C#N)c(NC3CCCCC3)nc(-c3ccco3)c2CO1	-18
CCOC(=O)C1CCCN(C(=O)CNC(=O)Cn2cnc3sc4c(c3c2=O)CCCC4)C1 (stereo not given)	3
O=C1CSc2ccccc2N1Cc1ccccc1F	3
CCCCCn1c(=S)[nH]c2cc(C(=O)OC)ccc2c1=O	-8
CC(C)NC(=O)c1ccc2c(c1)nnn2C	-2
CCC(CC)C(=O)Nc1c2c(nn1-c1cccc(Cl)c1)CS(=O)(=O)C2	-3
CN(C)S(=O)(=O)c1ccc(S(=O)(=O)N(Cc2ccccn2)Cc2ccco2)cc1	3
Cc1c(C(c2ccc3c(c2)OCO3)c2c(C)n(C)n(-c3ccccc3)c2=O)c(=O)n(-c2ccccc2)n1C	-9
CCOc1ccc2nc(N3CCC(C(=O)N4CCN(c5ncccn5)CC4)CC3)sc2c1	-2
CCOC(=O)CCSCC(=O)Nc1nnc(C)s1	0
Cn1c(-c2ccccc2)cc(=O)c2ccccc21	2
CCCN1CNC(=S)N(c2cccc(C)c2C)C1	4
CC1(C)CC(=O)C2=C(C1)Nc1ncnn1C2c1ccc(OCc2ccccc2)cc1 (stereo not given)	6
Cc1ccc(S(=O)(=O)N2CCN(C(=O)CSC3CCCC3)CC2)c(C)c1	-10
COc1cc([C@@H]2c3cc4c(cc3[C@H](O)C3COC(=O)[C@@H]32)OCO4)cc(OC)c1OC (stereo not given in full)	0
COc1ccc2oc(=O)c(-c3csc(-c4ccc(N(C)C)cc4)n3)cc2c1	-110
COc1ccc(-c2c(C#N)c(SCC(N)=O)nc(C)c2C(=O)Nc2ccccc2)cc1	2
C=C(C)Cn1c(C=Cc2ccccc2)nc2ccccc21	-7
CCOc1ccccc1C(=O)Nc1cc(C)c2c(=O)oc3ccccc3c2n1	-21
CCOCCOC(=O)C1=C(C)NC2=C(C(=O)CC(c3cccs3)C2)C1c1ccccc1F (stereo not given)	-19
CCSc1nnc2c(n1)OC(C(=O)c1ccccc1)Nc1ccccc1-2 (stereo not given)	-1
CCOC(=O)c1cccc(NS(=O)(=O)c2cccc3nsnc23)c1	-7
O=C(O)CCC(=O)N1c2ccccc2NC2=C(C(=O)CC(c3ccco3)C2)C1c1cccs1 (stereo not given)	2
N#Cc1cccc(-n2nnnc2-c2ccc3c(c2)OCO3)c1	-5
COc1cccc(C2NC(=O)NC(C)=C2C(=O)OCCSC)c1 (stereo not given)	2
CCCOc1ccc(NC(=O)c2c(O)c3ccccc3n(CCC)c2=O)cc1	-10
c1ccc(CCSc2nnc(-c3ccncc3)n2-c2ccccc2)cc1	-7
CCn1c(=NC(=O)c2ccc(S(=O)(=O)N3CCOCC3)cc2)sc2cccc(OC)c21	-1
CCOC(=O)c1c(NC(=O)C(C)C)sc2c1CCC2	-28
Cc1ccc2ccc(S(=O)(=O)n3cnc4cc(C)c(C)cc43)cc2c1	-2
CCOc1ccc(NS(=O)(=O)c2cccc3c2C(=O)c2ccccc2C3=O)cc1	2
CCc1ccc(CN(C)CCc2ccccn2)cc1	0
O=[N+]([O-])c1ccccc1N1CCN(S(=O)(=O)Cc2ccccc2)CC1	-6
Cc1ccc(O)c(C2=Nc3ccccc3N=C(c3ccc([N+](=O)[O-])cc3)C2)c1	-10
CCOc1cc([N+](=O)[O-])cc(C=Nc2ccc3oc(-c4cccc(C)c4)nc3c2)c1O	2
c1csc(C2=Nn3c(nnc3-c3ccc4c(c3)OCO4)SC2)c1	-18
Brc1ccc2[nH]ncc2c1	-9&2
CCOC(=O)N1CCN(C(=O)CCc2ccc(S(=O)(=O)NCCc3ccccc3)cc2)CC1	9
O=C(CN1C(=O)c2ccccc2C1=O)Nc1cc(Cl)ccc1C(=O)O	-9
CC(C)OC(=O)c1c(NC(=O)CSc2nncn2C)sc2c1CCCC2	-30
O=c1c2ccccc2[nH]c(=S)n1C1CCCCC1	5
Next part:
SMILES	14-3-3 PPI
COCCNc1nc(SCc2ccc([N+](=O)[O-])cc2)nc2ccccc12	-3
O=[N+]([O-])c1cccc(-c2nc3ccccc3[nH]2)c1	-1
Cc1ccc(NC(=O)c2sc3ccccc3c2Cl)c(Br)c1	-1
CC(NC(=O)CCN1C(=O)c2ccccc2C1=O)c1ccccc1 (stereo not given)	4
O=C(CN1CCN(Cc2ccccc2)C1=O)NCc1cccs1	-5
O=C(Nc1ccc(F)c([N+](=O)[O-])c1)c1ccc(-c2ccccc2)o1	-3
CC(=O)c1cn(CC(=O)NCC2CCCO2)c2ccccc12 (stereo not given)	-1
COc1ccccc1N(CC(=O)Nc1ccc(C)c(Cl)c1)S(C)(=O)=O	-9
CC(C(=O)Nc1ccccc1-c1ccccc1)N1CCOCC1 (stereo not given)	-1
Cn1c(=O)c2c(nc(NCC(O)CO)n2CCc2ccccc2)n(C)c1=O (stereo not given)	5
NC(=O)c1ccc(NC(=O)CN2CCN(C(=O)c3ccco3)CC2)cc1	-1
COc1ccc(CCNC(=O)C2(C)CCC(=O)N2CCC(C)C)cc1OC (stereo not given)	-3
COc1ccc(CCNC(=O)CSc2n[nH]c(C)c2[N+](=O)[O-])cc1OC	-1
CN1C(=O)CC(C(=O)Nc2ccc(C(=O)O)cc2)SC1=Nc1ccc(Cl)cc1 (stereo not given)	12
CC1(C)CC(=O)C2=C(C1)Nc1ncnn1C2c1ccc(C(F)(F)F)cc1 (stereo not given)	-7
CCc1c(O)nc(SCC(=O)Nc2ccc3c(c2)CCC3)[nH]c1=O	-9
O=C(OCc1ccc(Cl)cc1)c1cnccn1	-11
COc1ccc(C(=O)Nc2nc3cc(OC)c(OC)cc3c(=O)[nH]2)cc1	-7
O=C(c1cccnc1)N1CCCc2ccccc21	1
CCOC(=O)c1cnc2ccc(OCC)cc2c1Nc1ccccc1C(=O)OC	-1

Among those listed so far, 4 have a COOH group:
SMILES	14-3-3 PPI
Cc1onc(-c2ccccc2)c1C(=O)N[C@@H]1C(=O)N2[C@@H]1SC(C)(C)[C@@H]2C(=O)O	1
O=C(O)CCC(=O)N1c2ccccc2NC2=C(C(=O)CC(c3ccco3)C2)C1c1cccs1 (stereo not given)	2
O=C(CN1C(=O)c2ccccc2C1=O)Nc1cc(Cl)ccc1C(=O)O	-9
CN1C(=O)CC(C(=O)Nc2ccc(C(=O)O)cc2)SC1=Nc1ccc(Cl)cc1 (stereo not given)	12

The results go on.
SMILES	14-3-3 PPI
CCC(C(=O)Nc1c(-c2ccc(F)cc2)nc2cc(C)ccn12)c1ccccc1 (stereo not given)	-110
CCOc1ccc(N(CCC#N)S(=O)(=O)c2ccc(OC)cc2)cc1	1&-3
COc1ccc(S(=O)(=O)N2CCC(C(=O)N3CCN(c4ccccc4)CC3)CC2)cc1	0
COc1cc(C2Nc3ccccc3NC3=C2C(=O)CC(c2ccccc2Cl)C3)cc(Cl)c1O (stereo not given)	-13
O=C(CN1CCN(c2ncc(C(F)(F)F)cc2Cl)CC1)NC(=O)NCc1ccccc1	-4
Cc1cccc(C(=O)N2N=C(C(F)(F)F)CC2(O)c2cccc([N+](=O)[O-])c2)c1 (stereo not given)	-2
Nc1nonc1C(=O)NCCN=Cc1cc(Cc2ccccc2)cc(Br)c1O	28
CCN1CCCC1CNC(=O)c1ccc(Sc2ccccc2Cl)c([N+](=O)[O-])c1 (stereo not given)	-11
CC1CCCN(CCCNS(=O)(=O)c2ccc3c(c2)CCN3C(=O)C2CC2)C1 (stereo not given)	7
O=c1c2[nH]c3ccccc3c2ncn1Cc1ccncc1	-12
O=C(Nc1nnc(C2CCCC2)s1)C1CCC1	-5
COC(=O)c1ccccc1NC(=O)NCc1cccnc1	-6
O=[N+]([O-])c1ccc(N2CCN(S(=O)(=O)c3ccccc3)CC2)c(F)c1	1
COCCNC(=O)CN(c1ccc(C)cc1)S(=O)(=O)c1ccccc1	-3
c1ccc(Oc2cccc(CN3CCOCC3)c2)cc1	9
Nc1ccc(Br)cc1C(=NC1CCCCC1)c1ccccc1	5
CN1CCN(C(=O)N2c3ccccc3Sc3ccccc32)CC1	0
Oc1ccccc1Cn1c(-c2ccccc2O)nc2ccccc21	-5
COc1ccc(C2C(C(=O)N3CCN(c4cccc(Cl)c4)CC3)CC(=O)N2c2ccc(OC)cc2)cc1 (stereo not given)	-7
CCCCOC(=O)C1=C(C)NC2=C(C(=O)CCC2)C1c1ccccc1 (stereo not given)	-1

Gathered by group, the entries above containing an aryl methoxy group (15)
SMILES	14-3-3 PPI
COc1ccc(C2CC(C(F)(F)F)n3ncc(C(=O)Nc4ccc(C(C)O)cc4)c3N2)cc1OC (stereo not given)	2
COc1ccc(OCc2nc(C#N)c(NCCN3CCOCC3)o2)cc1	1
COc1cc([C@@H]2c3cc4c(cc3[C@H](O)C3COC(=O)[C@@H]32)OCO4)cc(OC)c1OC (stereo not given in full)	0
COc1ccc2oc(=O)c(-c3csc(-c4ccc(N(C)C)cc4)n3)cc2c1	-110
COc1ccc(-c2c(C#N)c(SCC(N)=O)nc(C)c2C(=O)Nc2ccccc2)cc1	2
COc1cccc(C2NC(=O)NC(C)=C2C(=O)OCCSC)c1 (stereo not given)	2
CCn1c(=NC(=O)c2ccc(S(=O)(=O)N3CCOCC3)cc2)sc2cccc(OC)c21	-1
COc1ccccc1N(CC(=O)Nc1ccc(C)c(Cl)c1)S(C)(=O)=O	-9
COc1ccc(CCNC(=O)C2(C)CCC(=O)N2CCC(C)C)cc1OC (stereo not given)	-3
COc1ccc(CCNC(=O)CSc2n[nH]c(C)c2[N+](=O)[O-])cc1OC	-1
COc1ccc(C(=O)Nc2nc3cc(OC)c(OC)cc3c(=O)[nH]2)cc1	-7
CCOc1ccc(N(CCC#N)S(=O)(=O)c2ccc(OC)cc2)cc1	1&-3
COc1ccc(S(=O)(=O)N2CCC(C(=O)N3CCN(c4ccccc4)CC3)CC2)cc1	0
COc1cc(C2Nc3ccccc3NC3=C2C(=O)CC(c2ccccc2Cl)C3)cc(Cl)c1O (stereo not given)	-13
COc1ccc(C2C(C(=O)N3CCN(c4cccc(Cl)c4)CC3)CC(=O)N2c2ccc(OC)cc2)cc1 (stereo not given)	-7

The results go on:
SMILES	14-3-3 PPI
Cc1ccc2oc(-c3ccc(NC(=O)c4ccc(C)c(Cl)c4)cc3)nc2c1	-122
Cc1cc2nc(SCc3cccc(Cl)c3)[nH]c2cc1C	-9
O=C(O)Cn1nc(-c2ccccc2)ccc1=O	9
CCOC(=O)c1[nH]c2cc3c(cc2c1NC(=O)CN1CCc2ccccc2C1)OCO3	-11
CC(=O)Nc1ccc(S(=O)(=O)NC(C)C(=O)O)cc1 (stereo not given)	1
O=C(Cc1cccs1)N(c1ccccc1)C1C=CS(=O)(=O)C1 (stereo not given)	-5
CC1CN(Cc2nc3c(c(=O)n(C)c(=O)n3C)n2CCCO)CC(C)O1 (stereo not given)	-1
CC(=O)Nc1ccc(S(=O)(=O)NCC2CCC(C(=O)N3CCN(C)CC3)CC2)cc1 (stereo not given)	1
c1ccc(C(Nc2ncnc3c2cnn3-c2ccccc2)c2ccccc2)cc1	-3
Cc1cccc(C)c1NC(=O)C1(NC(=O)c2cnccn2)CCCCC1	-4&0
COC(=O)C1=C(N)N(c2ccccc2C(F)(F)F)C2=C(C(=O)CC(C)(C)C2)C1c1ccc2c(c1)OCO2 (stereo not given)	-1
COc1cc(OC)cc(C(=O)N2CCN(C(=O)COc3ccc4ccccc4c3)CC2)c1	1
COc1ccc(-n2nc3ccc(NC(=O)COc4ccccc4)cc3n2)cc1	-7
O=C(Cn1c2ccccc2c(=O)c2cc([N+](=O)[O-])ccc21)Nc1cccc(C(F)(F)F)c1	-23
CCCCOC(=O)NCN1C(=O)C2C3C=CC(C3)C2C1=O (stereo not given)	-4
COc1cc(C2C3=C(CCCC3=O)Nc3[nH]c(=O)[nH]c(=O)c32)cc(OC)c1OC (stereo not given)	-8
O=C(C1CC1)N(Cc1ccco1)c1nc(-c2ccccc2)cs1	-24
CN=C1SC(CC(=O)Nc2cccc(Cl)c2Cl)C(=O)N1C (stereo not given)	8
O=C(NCCN1CCN(C(=O)c2cccc(Br)c2)CC1)C(=O)Nc1ccc(Br)cc1	1
CC(C)c1cc(C(C)C)c(S(=O)NCCCN2CCOCC2)c(C(C)C)c1 (stereo not given)	-3
CCCCC(CC)CNC(=O)CC1Nc2c3ccccc3nc(=S)n2C1=O (stereo not given)	-3
O=C(Nc1ccc(N2CCCCC2)c(Cl)c1)c1ncn[nH]1	-9
